14-3-3 Bad PPI: disrupts binding of bovine 14-3-3 zeta to phospho-Bad peptide. P63103. TR-FRET 14-3-3zeta/Dy647-pBad peptide displacement, 1 h. inhibition, % at 21.7 µM. 220,000 tested, 0.71% active. AID 781;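 active = inhibition above about 70%, limit read from the data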;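 note: 0% = full 14-3-3 plus peptide FRET controls and 100% = background without 14-3-3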
FXIa inh 1536: factor XIa (human) inhibition. P03951. purified FXIa, Boc-Glu-Ala-Arg-AMC fluorogenic substrate. inhibition, % at 5 µM. 220,000 tested, 0.14% active. AID 798;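 active = inhibition of at least 40%; inactive = inhibition below 40%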;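 note: fluorescence of freed AMC excited at 355 nm; 0% = enzyme without compound and 100% = no enzyme blank; many of its hits are not listed in these tables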
Runt-CBFb FRET: blocks binding of human RUNX1 Runt domain to CBFb; Q01196+Q13951; Cerulean-Runt/Venus-CBFb FRET ratio 530/480, 1 h; inhibition, % at 20 µM; 220,000 tested, 0.46% active;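 active = inhibition over about 50% at 20 µM in the single-dose screen, limit read from the data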;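 note: 0% = DMSO wells and 100% = excess unlabeled CBFb competitor control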
Target sequence (Q01196 whole entry, looked up, the tested form may be a part): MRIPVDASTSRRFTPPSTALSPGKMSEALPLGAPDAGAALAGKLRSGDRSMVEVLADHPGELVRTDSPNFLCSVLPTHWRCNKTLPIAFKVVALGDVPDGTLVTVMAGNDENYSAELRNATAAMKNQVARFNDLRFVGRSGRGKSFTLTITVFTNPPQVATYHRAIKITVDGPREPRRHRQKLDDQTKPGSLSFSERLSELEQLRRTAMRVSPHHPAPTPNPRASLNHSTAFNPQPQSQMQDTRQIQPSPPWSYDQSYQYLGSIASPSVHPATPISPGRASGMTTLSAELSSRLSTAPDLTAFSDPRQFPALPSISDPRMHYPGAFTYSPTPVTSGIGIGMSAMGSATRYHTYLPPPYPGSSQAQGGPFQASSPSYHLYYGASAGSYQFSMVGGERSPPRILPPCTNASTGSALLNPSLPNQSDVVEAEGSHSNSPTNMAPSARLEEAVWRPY
Target sequence (Q13951 whole entry, looked up, the tested form may be a part): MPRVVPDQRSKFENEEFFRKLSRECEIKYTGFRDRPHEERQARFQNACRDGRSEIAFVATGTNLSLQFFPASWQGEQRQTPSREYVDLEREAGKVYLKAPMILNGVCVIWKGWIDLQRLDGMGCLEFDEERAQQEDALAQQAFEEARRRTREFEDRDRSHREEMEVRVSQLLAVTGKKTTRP
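Assay system: Cerulean-tagged RUNX1 Runt domain (FRET donor) fusion protein / Amount: 100 nM each of Venus-CBFb and Cerulean-Runt domain / Medium: Tris buffer pH 7.5 with salts and BSA / Also added: Venus-CBFb 100 nM / Schedule: 1 h complex formation plus 1 h compound treatment, room temperature / Signal: FRET fluorescence / Read-out: loss of energy transfer signal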
FXIIa inh 1536: inhibitors of human coagulation factor XIIa | AID 800 | 220,000 tested, 0.3% active | purified FXIIa, Boc-QGR-AMC fluorogenic substrate, 2 h | inhibition, % at 5 µM; in the data active = inhibition above about 40%;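 note: 0% = enzyme with no compound and 100% = blank without enzyme; many of its hits are not listed in these tables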
Runt-SMMHC FRET: inhibitors of human RUNX1 Runt domain binding to CBFb-SMMHC | Q01196+Q13951 | Cerulean-Runt/Venus-CBFb-SMMHC FRET ratio 530/480, 1 h | inhibition, % at 20 µM | 220,000 tested, 0.74% active | AID 1434;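 active = mean inhibition across duplicate retests at 20 µM reaching about 50%, limit read from the data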;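 note: 0% = DMSO wells and 100% = wells with excess untagged CBFb-SMMHC; inhibitors lower the FRET ratio by blocking Runt binding to CBFb-SMMHC; some results filed as inactive read as strong as hits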
thrombin 1536: thrombin (human) inhibition | P00734 | alpha-thrombin, Boc-VPR-AMC fluorogenic substrate cleavage | 220,000 tested, 0.26% active | AID 1046 | inhibition, % at 5 µM;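 active = inhibition at or above 40%; inactive = inhibition below 40%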;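 note: 0% = enzyme with no compound and 100% = wells without enzyme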
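Test system: human alpha-thrombin; medium: pH 7.5 Tris-saline with Tween 20; times: reaction at room temperature; signal: AMC fluorescence at 355 nm excitation and 460 nm emission; also added: Boc-VPR-AMC substrate, 15 µM final; dosing: one concentration per compound, 5 µM, with 0.2% DMSO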
KLK5 inh: kallikrein 5 (human) inhibition. Q9Y337. AID 873. recombinant hK5, fluorogenic AMC substrate cleavage. 210,000 tested, 0.59% active. inhibition, % at 5 µM;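 active = inhibition of 40% or more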;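 note: 0% = enzyme controls without compound and 100% = no-enzyme blanks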
Target sequence (Q9Y337 67-293 limits assumed): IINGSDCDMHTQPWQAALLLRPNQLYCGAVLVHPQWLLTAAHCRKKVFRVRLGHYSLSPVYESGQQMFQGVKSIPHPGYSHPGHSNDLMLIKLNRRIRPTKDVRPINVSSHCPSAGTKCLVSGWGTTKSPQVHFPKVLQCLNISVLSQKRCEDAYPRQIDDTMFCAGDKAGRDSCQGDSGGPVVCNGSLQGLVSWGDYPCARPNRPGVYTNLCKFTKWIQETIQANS
Wee1 stabilizer: human Wee1 degradation inhibition, primary screen; AID 1321; 220,000 tested, 1.2% active; P30291; reporter increase, % at 5 µM; HeLa Luc-Wee1K328M stability, luciferase luminescence; 100% = proteasome inhibitor MG132 effect;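 active = activation above the mean of all tested compounds plus 3 SD, set per screening run, cut at about 8.8% in these data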;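 note: cells exposed to compound for 20 h before luminescence read; 0% = DMSO alone and 100% = MG132 at 30 µM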
Hck Nef HTS: blocks Nef-activated human Hck kinase; Recombinant Hck-YEEI plus Nef, Z-Lyte FRET kinase assay; inhibition, % at 20 µM; 220,000 tested, 0.68% active; AID 463187;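 active = Hck-Nef kinase inhibition above about 50%, limit read from the data; inactive = inhibition below that limit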;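 note: 0% = DMSO with Hck plus Nef and 100% = Hck alone without Nef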
An asterisk follows results filed as active; · = no result given; [ ] = remark or other dose.

SMILES | 14-3-3 Bad PPI | FXIa inh 1536 | Runt-CBFb FRET | FXIIa inh 1536 | Runt-SMMHC FRET | thrombin 1536 | KLK5 inh | Wee1 stabilizer | Hck Nef HTS
Cc1ccc(/C=N/NC(=O)CNC(=O)c2cccs2)o1 | -15.9 | -4.4 | 0.4 | 3.0 | 0.8 | 4.7 | -9.6 | 0.1 | 18.0
CC1CC(C)CN(C(=O)CSc2ccsc2[N+](=O)[O-])C1 (centres undefined) | 0.6 | -5.0 | -0.4 | 0.6 | -0.9 | 1.1 | -3.5 | -0.5 | -13.5
CNC(=S)NCc1ccc2[nH]c3c(c2c1)CCCC3 | -22.1 | -1.0 | -18.5 | 8.7 | -28.9 | 3.8 | -4.4 | 11.3* | 0.0
Cc1cccc(-n2ncc3c(NCc4cccs4)ncnc32)c1 | 2.1 | -5.7 | -0.7 | 7.0 | 0.8 | -1.7 | -7.8 | 4.0 | 6.8
COc1cc(C(=O)Oc2cccc(C)c2)cc(OC)c1OC | 0.8 | -0.9 | -0.7 | 7.7 | 0.6 | 0.1 | -16.9 | -0.9 | 0.7
CCC(=O)Nc1ccc2nc(SCC(=O)N3CCCC3)sc2c1 | -3.0 | 15.1 | 0.7 | 27.1 | 4.2 | -1.2 | -0.1 | -0.3 | -0.2
CCNc1nc(NC(C)C)nc(OCCOC(=O)Nc2ccccc2)n1 | 0.6 | 4.4 | -1.1 | 9.4 | -1.5 | 3.8 | 0.9 | -3.4 | 8.4
CC(=O)NCCCC(=O)NC(CCC(=O)OCc1ccccc1)C(=O)OCc1ccccc1 (centres undefined) | -7.4 | -1.6 | 0.7 | 3.1 | -3.6 | 1.6 | -1.3 | 0.2 | 20.0
O=C(NCCO)c1ccc2nc(-c3ccco3)c(-c3ccco3)nc2c1 | -4.3 | 4.4 | 6.2 | 14.1 | -18.4 | 0.4 | -2.7 | -1.0 | -4.3
CCOc1ccc(OCc2ccc(C(=O)N3CCCC3)o2)cc1 | 1.4 | -7.6 | 0.3 | -14.9 | 2.6 | -16.8 | -1.1 | -1.3 | 1.6
CC1CCCCC1NC(=O)/C(C#N)=C/c1ccc(OCC(N)=O)cc1 (centres undefined) | -4.2[fluorescence artefact?] | 14.7 | 0.7 | 8.1 | 0.3 | -2.5 | -7.9 | 5.3 | 6.2
Cc1nn(-c2ncc(C(F)(F)F)cc2Cl)c(=O)n1-c1c(F)cccc1F | -5.3 | -4.8 | -1.2 | -0.2 | -0.7 | -3.4 | -3.5 | -0.8 | 18.4
COc1cccc(N2CCN(Cc3nc(N)nc(Nc4ccccc4)n3)CC2)c1 | -10.2 | -6.8 | 1.2 | -5.7 | 1.8 | -6.2 | -45.4 | 4.3 | 2.1
Cc1cc(C)n2cc(CSCc3ccco3)nc2n1 | -1.4 | -6.8 | 10.3 | -2.4 | 5.8 | -7.2 | 0.0 | 4.8 | 2.4
O=C(O)COc1ccccc1/C=N/NC(=O)CN1CCN(Cc2ccccc2Cl)CC1 | -1.4 | 5.8 | 0.7 | 9.7 | -4.6 | 2.4 | 4.6 | 0.8 | 27.7
COC(=O)Cn1ncn2c(cc3oc(C)cc32)c1=O | -0.9 | -4.3 | -2.3 | 4.7 | 3.1 | -5.0 | -21.8 | -2.1 | -0.6
COc1ccc(S(=O)(=O)Nc2ccc3c(c2)OCO3)cc1C | 5.7 | 1.5 | -0.5 | 8.0 | 0.0 | -3.0 | 1.9 | 1.1 | -12.9
COc1ccc(-c2n[nH]c(C)c2-c2ccc(OC)c(OC)c2)c(O)c1 | -9.8 | -4.9 | 1.0 | 1.9 | 3.6 | 0.2 | -5.1 | -0.8 | -0.5
CN(CCC#N)C(=O)CSc1nc2scc(-c3ccccc3)c2c(=O)[nH]1 | 7.0 | 7.0 | -0.5 | 13.7 | -1.2 | 1.0 | -8.3 | -0.6 | -15.2
Cc1cc(Nc2ccccc2)nc2cc(O)ccc12 | 25.3[fluorescence artefact?] | 9.8 | 42.6 | -4.3 | 63.8* | -2.7 | -9.0 | -2.8 | -4.2
Nc1c(S(=O)(=O)c2cccc(Cl)c2)c2nc3ccccc3nc2n1/N=C/c1ccc(O)c(O)c1 | 12.1[fluorescence artefact?] | 8.5 | -4.5 | 17.5 | -7.7 | 2.7 | 30.9 | -1.2 | 4.8
COc1cc(NS(=O)(=O)c2ccc(F)cc2)c(OC)cc1NC(C)=O | 5.6 | 4.1 | 3.7 | 9.1 | 3.9 | 4.3 | -13.7 | -2.0 | -1.4
COc1ccc(/C=N/NC(=O)c2ccn[nH]2)cc1CN1CCOCC1 | -3.0 | 1.2 | 0.6 | 8.4 | 0.7 | -1.0 | 0.3 | 4.3 | 12.1
COCc1cc(=O)[nH]c(/N=C(\N)Nc2ccccc2C)n1 | -12.6 | -5.2 | 1.0 | 12.0 | 1.1 | -1.5 | 3.1 | -2.0 | -0.3
N#CC1=C(N)Oc2c(ccc3cccnc23)C1c1cccnc1 (centres undefined) | 1.0 | 5.5 | 7.8 | 3.5 | 19.1 | 4.8 | -237.0 | 0.6 | -2.9
CCC(C)[C@H](NC(=O)Nc1cccc(Br)c1)C(=O)OC (some centres undefined) | -1.2 | 1.3 | -0.1 | 1.7 | 5.5 | -6.5 | -7.1 | 0.1 | 6.6
O=C(C1=NN(c2ccccc2)C2C(=O)N(c3ccccc3Cl)C(=O)C12)c1ccccc1 (centres undefined) | -17.9 | 8.9 | -301.6 | 6.8 | -10.6 | -1.2 | -2.2 | -2.8 | -6.9
CC(NC(=O)c1cc(Br)ccc1Br)c1ccccc1 (centres undefined) | -9.6 | -2.1 | -0.6 | 3.8 | 3.4 | -4.8 | 0.3 | 5.1 | 17.7
CC(C)NC(=O)CN1C(=O)C(=O)c2ccccc21 | 3.5[fluorescence artefact?] | 5.1 | -2.7 | 8.7 | 0.3 | 3.6 | 0.0 | -0.1 | -1.1
CCc1cccc(CC)c1-n1c(SCC(=O)N2CCc3ccccc3C2)nnc1-c1cccnc1 | 2.0[fluorescence artefact?] | -0.2 | -7.6 | 3.7 | -18.0 | -9.5 | -19.2 | 2.0 | 0.1
COc1ccc(C(=O)/C=C/c2ccccc2)c(OC)c1 | -3.5 | 0.6 | -0.4 | 2.6 | -3.5 | -2.0 | -2.9 | 6.7 | 18.4
Cc1ccc(Cn2nnc3c(=O)n(CC(=O)OCc4ccccc4)cnc32)cc1 | 6.3 | 11.9 | 1.8 | 17.6 | -2.8 | 2.4 | -7.2 | -0.1 | 4.2
Cc1cccc(C)c1NC(=O)C(c1ccccc1)N1CCN(C(=O)c2ccco2)CC1 (centres undefined) | -0.7 | 10.1 | -5.0 | 14.9 | 2.1 | 1.5 | -8.4 | 3.0 | 1.2
CN1CCN(c2nc(Nc3ccccc3)nc(N)c2[N+](=O)[O-])CC1 | -0.2 | 1.0 | -1.4 | 8.0 | 1.2 | -2.3 | 2.8 | 0.3 | 12.0
C=CCOc1ccccc1/C=C/C(=O)O | -4.8 | 4.0 | -2.1 | 17.2 | -0.5 | -1.3 | 3.1 | 4.5 | -0.4
O=C(COc1ccc(S(=O)(=O)NC2CCCCC2)cc1)N1CCN(c2ccc(F)cc2)CC1 | 3.7 | 2.1 | -4.5 | 7.3 | -2.8 | -2.7 | -13.7 | -0.6 | 2.1
CCOC(=O)Cn1nnc(-c2cccc(OC)c2)n1 | -0.5 | -9.2 | -0.8 | 5.2 | -1.5 | -2.7 | -23.6 | 0.5 | 2.4
CC(C)N(Cc1nc(-c2ccccc2)no1)C(=O)CN1C(=O)c2ccccc2C1=O | -6.3 | -5.7 | -1.6 | -1.3 | 3.1 | 9.5 | 2.8 | -2.0 | 0.1
Clc1ccc(-c2nc3ccccn3c2CN2CCSCC2)cc1 | -1.5 | -2.0 | -0.3 | 6.9 | -1.8 | -7.3 | -3.0 | 0.0 | 4.5
O=C(c1ccc([N+](=O)[O-])s1)N1CCN(c2cccc(Cl)c2)CC1 | -7.4[fluorescence artefact?] | 5.7 | 1.0 | 13.1 | -1.4 | -1.1 | -2.6 | 1.6 | 1.4
CCCCNS(=O)(=O)c1ccc(OC)cc1 | -11.9 | 13.1 | -0.4 | 29.3 | -1.5 | 14.1 | 32.9 | 0.2 | -20.8
CC(C)(Cc1ccc(O)cc1)NC(=O)CC(=O)N/N=C/c1ccc([N+](=O)[O-])cc1 | 2.8 | 12.5 | 3.2 | 9.8 | -3.0 | 6.2 | -15.7 | 1.2 | -5.2
O=c1c(C/C=C/c2ccccc2)c(O)ccn1Cc1cccc(Cl)c1 | -10.9 | 1.8 | 0.7 | 8.3 | -1.1 | -1.3 | · | 10.6* | 8.1
CCCCCCS(=O)Cc1ccccc1 (centres undefined) | -12.4 | 4.2 | 0.6 | 18.1 | 0.3 | 4.0 | -22.6 | -2.2 | 3.6
CCOC(OCC)P(=O)(c1ccccc1)c1ccccc1 | 13.6 | -1.1 | -1.8 | 5.5 | -5.7 | 0.4 | -8.2 | -2.4 | 0.1
O=C(c1cccs1)N1CCN(C(=O)c2ccco2)c2ccccc2C1 | 11.6[fluorescence artefact?] | 3.1 | -2.7 | 10.4 | 2.8 | -8.1 | -2.8 | -0.1 | 2.6
O=[N+]([O-])c1ccc(N2CCCC2)cc1NCc1ccccc1 | 1.3 | 6.8 | -2.6 | 9.1 | -5.6 | 4.4 | 3.6 | -1.1 | 2.1
c1ccc(-c2nn[nH]n2)cc1 | -0.9 | -0.5 | 1.6 | 4.3 | -2.4 | -8.4 | -1.5 | -1.8 | 19.6

Quoted from the listing.
Under Hck Nef HTS, O=c1c(C/C=C/c2ccccc2)c(O)ccn1Cc1cccc(Cl)c1 shows 8.1
Under thrombin 1536, c1ccc(-c2nn[nH]n2)cc1 shows -8.4

Further compounds.
SMILES | 14-3-3 Bad PPI | FXIa inh 1536 | Runt-CBFb FRET | FXIIa inh 1536 | Runt-SMMHC FRET | thrombin 1536 | KLK5 inh | Wee1 stabilizer | Hck Nef HTS
CCCC(=O)N/N=C1\CS(=O)(=O)N(C)c2ccsc21 | -14.7 | -43.6 | -1.5 | 11.7 | 5.6 | 2.8 | -2.5 | -2.6 | 20.3
N#C/C(=C\c1ccc(N2CCOCC2)o1)C(=O)NCC1CCCO1 (centres undefined) | -7.4 | 9.4 | 9.8 | 21.1 | 9.5 | 12.3 | 8.6 | 0.1 | -12.7
CN(CCc1ccccn1)C(=O)Nc1ccc(Cl)cc1 | -0.6 | 1.9 | -1.5 | 6.8 | -2.3 | 1.1 | -2.5 | -0.7 | -1.4
Cc1cccc(NC(=O)Nc2ccc(C)c(C)c2)n1 | 5.4[fluorescence artefact?] | -9.9 | 1.9 | 4.1 | 1.0 | 0.9 | -17.0 | 5.6 | 0.1
Cc1ccc(-c2csc3nc[nH]c(=O)c23)cc1 | -8.7 | -5.3 | 0.8 | 0.4 | 0.1 | -2.5 | 1.6 | -1.1 | 4.7
CCc1nnc(NC(=O)C2Cc3ccccc3CN2S(=O)(=O)c2c(C)c(C)cc(C)c2C)s1 (centres undefined) | 1.5[fluorescence artefact?] | 3.9 | 0.5 | 13.8 | -4.1 | 1.3 | 0.1 | 0.3 | 2.9

Bioassay records: PubChem, several laboratories
